MRP1 act: H69AR viability gain despite doxorubicin, primary screen, MRP-1 activator project, H69AR cells, CellTiter-Glo | viability increase, % at 10 µM | viability rescue | AID 799, 2007 | 140,000 compounds, 0.61% hits;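 active = viability gain under doxorubicin at or above a set limit, the compound median plus 3 SD, cut at about 4.7% in these data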;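 note: MRP-1 overexpressing cells given doxorubicin 25 µM after compound pretreatment; 18-22 h compound pretreatment then 72 h with doxorubicin before readout; 0% = doxorubicin-only wells and 100% = vehicle-treated cells without doxorubicin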
E-sel TNF inh: E-selectin induction blockers in HUVEC – imaging, immunofluorescence, high content, primary screen; HUVEC TNFa-induced E-selectin immunofluorescence; inhibition, % at 2 µM; 120,000 compounds, 0.71% hits;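 active = inhibition above the batch mean plus 3 SD, and confirmed as a hit on visual image review, cut at about 43% in these data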;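 note: 0% = TNF-stimulated DMSO wells and 100% = unstimulated control wells; not every result past the cut was called active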
Measles CPE: compounds protecting cells from measles virus cytopathic effect, primary screen, measles RdRp inhibitor project, single point, MLSMR library, absorbance; AID 841, 2007; protection (pct of control), % at 4 µM; Measles virus-infected cells, CPE protection; 140,000 compounds, 1.5% hits; in the data active = protection mostly above about 24%, no sharp cut-off; inactive = mostly below about 26%; note: some compounds called inactive have numbers as strong as hits
HCT116 bCat-KO: primary screen for growth suppressors in beta-catenin knockout HCT116 cells (colon tumor, human); HCT116 beta-catenin knockout viability, CellTiter-Glo, 60 h; stronger effect = lower value; viability, % at 10 µM; 140,000 compounds, 1.5% hits; AID 818, 2007;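 active = viability at or under a set limit, the compound median less 4 SD, cut at about 6% in these data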;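 note: 0% = Hyamine 1622 control at 20 µM and 100% = untreated cell control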
NPY-Y2 antag: NPY-Y2 receptor antagonists, primary screen, cell-based. NPY-Y2 expressing cells, antagonist mode. inhibition, % at 2.7 µM. 140,000 compounds, 0.99% hits. AID 793, 2007. Neuropeptide Y receptor type 2 (Homo sapiens), P49146; in the data active = inhibition above about 17%;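 note: 0% = vehicle with agonist challenge and 100% = reference antagonist with challenge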
Target sequence (P49146 whole entry, looked up): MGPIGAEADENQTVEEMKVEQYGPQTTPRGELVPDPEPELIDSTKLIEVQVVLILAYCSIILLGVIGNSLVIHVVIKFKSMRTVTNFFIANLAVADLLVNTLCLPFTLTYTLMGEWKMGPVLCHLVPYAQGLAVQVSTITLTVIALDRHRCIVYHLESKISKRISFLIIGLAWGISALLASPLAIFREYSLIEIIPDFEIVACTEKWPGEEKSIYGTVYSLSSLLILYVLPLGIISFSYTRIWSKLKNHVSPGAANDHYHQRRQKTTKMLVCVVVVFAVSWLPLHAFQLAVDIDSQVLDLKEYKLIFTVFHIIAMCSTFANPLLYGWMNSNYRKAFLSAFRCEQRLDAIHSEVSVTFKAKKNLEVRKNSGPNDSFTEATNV
Phagocytosis inh: inhibitors of macrophage phagocytosis, primary screen, imaging, J774A.1 cells, IgG beads; J774A.1 macrophage IgG-bead phagocytosis; inhibition, % at 5 µM; 110,000 compounds, 0.07% hits; AID 1029, 2008;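 active = inhibition above the mean of the plate negative controls plus 5 SD, cut at about 13% in these data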;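 note: phagocytic index as fraction of beads internalized from green versus red external bead signal; plate controls were DMSO negative control for no effect and cytochalasin-D positive control for full effect; some results beyond the cut were filed as inactive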
Yeast lifespan up: compounds extending yeast replicative lifespan, primary screen, S. cerevisiae, OD615 | S. cerevisiae growth with nicotinamide; deaD strain in restrictive glucose medium | inhibition of the nicotinamide effect, % at 10 µM | 130,000 compounds, 0.68% hits;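 active = inhibition above a set limit, placed 3 SD over the median of all compounds, cut at about 26% in these data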;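 note: 0% = nicotinamide-treated wells and 100% = cells grown without nicotinamide; some compounds called inactive have numbers as strong as hits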
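System: Modified budding yeast, DeaD strain | Buffer or medium: Restrictive glucose medium | Also added: 1.5 mM nicotinamide | Doses: 10 µM single point, 0.25% DMSO | Schedule: 48 h compound exposure at 30 °C, humidified | Detection: Absorbance at 615 nm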
Yeast growth inh: growth inhibitors of yeast BB579 in restrictive medium, primary screen, yeast lifespan-shortening project, S. cerevisiae; inhibition, % at 10 µM; 140,000 compounds, 0.51% hits; AID 804, 2007; OD615, 48 h;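 active = inhibition above a set limit, 3 SD over the mean compound inhibition, cut at about 44% in these data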; note: inactives centre near -24
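Test system: S. cerevisiae DeaD strain BB579 yeast; Medium: restrictive CSMM-D medium; Compound: one dose, 10 µM compound with 0.25% DMSO; Incubation: 4 h cell preincubation, 48 h compound exposure, 30 °C humidified; Signal: OD at 615 nm; Benchmarks: amphotericin B at 10 µg/mL as positive control.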
GALR2 blocker: GALR2 antagonists in receptor-expressing cells, primary screen. Galanin receptor type 2 (Homo sapiens), O43603. antagonist mode. inhibition, % at 4 µM. 140,000 compounds, 0.39% hits; in the data active = inhibition above about 27%;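 note: cells stimulated with galanin 1-16 at roughly its EC80; 0% = agonist challenge control and 100% = basal control without agonist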
Target sequence (O43603 whole entry, looked up): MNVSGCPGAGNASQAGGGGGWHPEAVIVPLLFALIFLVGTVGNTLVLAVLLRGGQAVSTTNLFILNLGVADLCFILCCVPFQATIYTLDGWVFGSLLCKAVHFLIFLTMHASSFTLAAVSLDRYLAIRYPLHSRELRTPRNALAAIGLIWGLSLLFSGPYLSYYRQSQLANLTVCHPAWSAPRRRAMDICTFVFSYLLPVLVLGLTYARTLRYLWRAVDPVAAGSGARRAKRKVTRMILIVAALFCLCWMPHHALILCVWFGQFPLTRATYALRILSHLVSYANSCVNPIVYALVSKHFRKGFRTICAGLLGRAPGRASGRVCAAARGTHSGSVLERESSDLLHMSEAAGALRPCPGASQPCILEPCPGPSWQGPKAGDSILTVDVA
HCT116 PTEN-null: growth suppression of PTEN-null HCT116, primary screen, cell-based, CellTiter-Glo; HCT116 PTEN-null viability, 60 h; stronger effect = lower value; viability, % at 10 µM; 140,000 compounds, 1.2% hits;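 active = viability at or below a set limit, 4 SD under the median of all tested compounds, cut at about 3.7% in these data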;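 note: PTEN knockout HCT116 line with beta catenin targeted HCT116 as companion control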
* marks the source's active call; other numbers are inactive results; . = not tested or not shown.

(1) CCCN(CCC)C(=O)c1cc(-c2ccc3c(c2)OCO3)nc2ccccc12
(2) CCCCNC(=O)NC1CCCC1
(3) Cc1cc(NC(=O)Cc2cn3ccsc3n2)n(-c2ccccc2)n1
(4) CCc1nnc(NC(=O)CCN2C(=O)c3ccccc3S2(=O)=O)s1
(5) COc1ccc(Cc2nnc(NC(=O)c3cccc([N+](=O)[O-])c3)s2)cc1
(6) CCOC(=O)c1c(OCC)[nH]c2c1cc(O)c1ccccc12
(7) CCOC(=O)c1ccccc1NC(=O)/C(C)=C/C(=O)O
(8) O=C(c1ccccc1)N1CCN(C(=S)NCCc2ccccc2)CC1
(9) Cc1ccc(C(=O)N/C(=C\c2cccs2)C(=O)NCc2ccncc2)cc1
(10) COC(=O)c1cc(OC)c(OC)cc1NC(=O)c1ccccc1
screen / no.,1,2,3,4,5,6,7,8,9,10
MRP1 act,-1.1,-1.4,0.9,-1.1,-0.9,0.7,-0.3,-1.7,-1.0,-5.7
E-sel TNF inh,-27.7,.,-26.9,-1.0,.,.,-21.0,.,9.7,-22.3
Measles CPE,15.4,4.7,8.4,5.1,4.6,17.4,9.1,3.2,46.8*,6.0
HCT116 bCat-KO,62.3,98.3,101.6,92.3,87.4,78.2,101.2,93.6,102.3,20.5
NPY-Y2 antag,5.4,0.6,8.2,3.5,2.5,1.8,-1.8,1.6,1.1,2.6
Phagocytosis inh,-0.6,-4.1,-0.3,-0.6,2.9,-0.3,.,-2.7,.,-2.4
Yeast lifespan up,3.3,19.5,-7.4,-17.6,-3.7,-2.3,-6.0,1.1,-5.3,-6.2
Yeast growth inh,-31.4,-8.5,0.7,-27.8,-13.1,-70.1,-33.4,-17.9,-20.7,7.1
GALR2 blocker,1.4,0.5,8.9,-3.0,11.2,-0.4,-1.2,-11.6,3.8,-1.2
HCT116 PTEN-null,53.5,92.6,99.3,94.2,99.0,83.7,96.3,90.4,96.7,60.2

(11) Cc1cc(C)c(C)c(S(=O)(=O)Nc2ccc(O)cc2)c1C
(12) S=C(NCCc1ccccn1)Nc1ccc(Cl)c(Cl)c1
(13) CCn1c(CNC(=O)COc2ccc(C(C)C)cc2)nnc1SCC(=O)Nc1ccccc1F
(14) COc1ccc(NC(=S)N2CCNC(=O)C2CC(=O)Nc2ccc(C)cc2)cc1 (stereo not given)
(15) COc1cc(/C(C#N)=C/c2cccc3ccccc23)c([N+](=O)[O-])cc1OC
(16) CCCSc1nnc2n(C)c(=O)c3c4c(sc3n12)CCC4
(17) CCOC(=O)c1c(NC(=O)c2cc(CC(C)C)on2)sc(C(C)=O)c1C
(18) O=c1ccc(Cl)cn1Cc1ccccc1F
(19) C/C=C/Cn1c(SCc2ccc(C)cc2)nc2c1c(=O)[nH]c(=O)n2C
(20) Nc1nnc(SCc2ccc(F)cc2)s1
screen / no.,11,12,13,14,15,16,17,18,19,20
MRP1 act,-4.2,-3.0,-0.3,-0.8,-2.1,-0.7,-0.7,-1.0,-1.2,-0.3
E-sel TNF inh,-4.6,.,-25.9,9.9,7.4,-21.3,.,3.2,.,-1.9
Measles CPE,4.6,10.3,8.1,32.9,6.7,2.5,21.7,2.2,5.4,40.7
HCT116 bCat-KO,82.0,92.9,82.2,87.8,81.7,86.5,98.0,95.4,89.6,101.4
NPY-Y2 antag,2.4,-2.3,1.6,-2.0,1.5,3.1,2.0,4.8,26.3*,2.6
Phagocytosis inh,-5.3,-6.1,2.2,-5.6,-2.9,-0.1,-0.6,.,-1.7,-0.6
Yeast lifespan up,-5.7,-1.9,-7.1,0.1,2.8,5.9,-4.9,.,7.2,-9.1
Yeast growth inh,7.7,-23.0,-29.8,-35.7,-51.2,-25.7,-60.4,23.5,-37.6,-49.1
GALR2 blocker,7.6,-4.5,-9.1,7.3,6.5,-3.0,-7.4,-1.4,-8.8,-8.8
HCT116 PTEN-null,79.9,104.7,78.6,94.8,80.5,84.0,96.2,89.0,93.5,104.4

(21) COc1cccc(NC(=O)CSc2nnc(C)s2)c1
(22) CC(C)(C)NS(=O)(=O)c1ccc(CCC(=O)NCc2ccc3c(c2)OCO3)cc1
(23) N#CCC1c2ccccc2CCN1C(=O)Nc1cccc(C(F)(F)F)c1 (stereo not given)
(24) CCOc1ccc(NC(=O)CSC2=C(C#N)C(c3ccc4c(c3)OCO4)CC(=O)N2)cc1 (stereo not given)
(25) O=S(=O)(Nc1ccc(-c2csc(-c3ccccc3)n2)cc1)c1ccc(F)cc1
(26) CCC(C)(C)n1nnnc1C(c1ccc2ncccc2c1)N1CCN(Cc2ccc3c(c2)OCO3)CC1 (stereo not given)
(27) Cc1ccc(S(=O)(=O)N(C)C)cc1NC(=S)NC(=O)C12CC3CC(CC(C3)C1)C2
(28) O=C(Nc1ncc(Cc2ccc(Cl)cc2Cl)s1)c1ccc([N+](=O)[O-])cc1
(29) COc1cc(-n2c(C)nc3cc(C(=O)NCCN4CCOCC4)ccc32)cc(OC)c1OC
(30) COc1ccc(Cl)cc1NC(=S)NCc1ccc(S(N)(=O)=O)cc1
screen / no.,21,22,23,24,25,26,27,28,29,30
MRP1 act,-4.0,-0.6,-1.5,-0.9,-2.5,-0.4,0.6,-2.9,-0.1,-3.7
E-sel TNF inh,33.3,14.2,-34.6,.,-35.5,-5.7,-2.5,10.4,7.2,-8.2
Measles CPE,10.1,10.8,4.9,18.8,5.8,12.6,18.8,8.6,2.2,4.6
HCT116 bCat-KO,103.6,94.1,68.1,84.9,85.2,70.2,78.3,47.0,98.9,87.0
NPY-Y2 antag,0.0,7.0,2.2,0.8,3.5,1.9,8.8,13.4,-0.3,1.2
Phagocytosis inh,-0.8,.,.,-1.1,0.0,-0.4,-12.0,2.1,-1.3,-1.3
Yeast lifespan up,-20.4,.,-5.9,-8.0,-23.1,-9.1,-3.2,4.1,-1.2,-5.5
Yeast growth inh,-42.7,-5.5,-15.1,-78.0,69.0*,-23.3,-58.0,-49.0,-33.4,-9.3
GALR2 blocker,0.0,-1.0,-1.8,-6.8,2.0,-2.2,11.2,15.2,-6.2,2.9
HCT116 PTEN-null,102.6,87.4,66.1,108.8,84.8,64.7,69.6,34.6,105.0,87.0

(31) O=S(=O)(N1CCOCC1)n1c(Cc2ccccc2)nc2ccccc21
(32) COc1ccc(-c2nnc(SCC(=O)NC(C)C)n2CC2CCCO2)cc1OC (stereo not given)
(33) CC(=O)Nc1ccc(Nc2ncc([N+](=O)[O-])c(Nc3ccc(NC(C)=O)cc3)n2)cc1
(34) COc1cc(NC(=S)Nc2cccnc2)cc(OC)c1OC
(35) CCOC(=O)CN1NC2(CCCC(C)C2)NC1=S (stereo not given)
screen / no.,31,32,33,34,35
MRP1 act,-1.0,0.1,-3.7,-2.6,-2.3
E-sel TNF inh,-0.6,.,-23.2,-53.9,-0.2
Measles CPE,13.3,11.3,6.0,5.0,4.6
HCT116 bCat-KO,95.8,103.0,89.4,101.0,103.8
NPY-Y2 antag,-3.0,0.1,0.0,1.8,3.7
Phagocytosis inh,0.0,3.3,.,-0.6,-1.5
Yeast lifespan up,-3.6,-7.3,-10.2,5.1,5.3
Yeast growth inh,-34.5,-64.3,-13.8,-11.4,0.7
GALR2 blocker,1.3,0.9,-7.5,5.4,-14.1
HCT116 PTEN-null,77.8,101.4,80.7,93.2,99.9

A second format for part of the listing above.
Below each compound: MRP1 act, E-sel TNF inh, Measles CPE, HCT116 bCat-KO, NPY-Y2 antag, Phagocytosis inh, Yeast lifespan up, Yeast growth inh, GALR2 blocker, HCT116 PTEN-null
[28] O=C(Nc1ncc(Cc2ccc(Cl)cc2Cl)s1)c1ccc([N+](=O)[O-])cc1
 : -2.9, 10.4, 8.6, 47.0, 13.4, 2.1, 4.1, -49.0, 15.2, 34.6
[29] COc1cc(-n2c(C)nc3cc(C(=O)NCCN4CCOCC4)ccc32)cc(OC)c1OC
 : -0.1, 7.2, 2.2, 98.9, -0.3, -1.3, -1.2, -33.4, -6.2, 105.0
[30] COc1ccc(Cl)cc1NC(=S)NCc1ccc(S(N)(=O)=O)cc1
 : -3.7, -8.2, 4.6, 87.0, 1.2, -1.3, -5.5, -9.3, 2.9, 87.0
[31] O=S(=O)(N1CCOCC1)n1c(Cc2ccccc2)nc2ccccc21
 : -1.0, -0.6, 13.3, 95.8, -3.0, 0.0, -3.6, -34.5, 1.3, 77.8
[32] COc1ccc(-c2nnc(SCC(=O)NC(C)C)n2CC2CCCO2)cc1OC (stereo not given)
 : 0.1, ., 11.3, 103.0, 0.1, 3.3, -7.3, -64.3, 0.9, 101.4
[33] CC(=O)Nc1ccc(Nc2ncc([N+](=O)[O-])c(Nc3ccc(NC(C)=O)cc3)n2)cc1
 : -3.7, -23.2, 6.0, 89.4, 0.0, ., -10.2, -13.8, -7.5, 80.7
[34] COc1cc(NC(=S)Nc2cccnc2)cc(OC)c1OC
 : -2.6, -53.9, 5.0, 101.0, 1.8, -0.6, 5.1, -11.4, 5.4, 93.2
[35] CCOC(=O)CN1NC2(CCCC(C)C2)NC1=S (stereo not given)
 : -2.3, -0.2, 4.6, 103.8, 3.7, -1.5, 5.3, 0.7, -14.1, 99.9
